PKM2 activator – activators of human pyruvate kinase M2. purified PKM2, Kinase-Glo ATP luminescence, activation; response scale: 0% is enzyme alone, no compound. Potency, µM (highest dose often 57.5 µM), for the others: top-dose activation, actives largely listed as activators. 0.34% of 260,000 active. AID 1631; also: potency is read from the fitted curve at half-maximal effect; nearly all actives have a fitted effect of over 55% in size
Target sequence (P14618 whole entry, looked up): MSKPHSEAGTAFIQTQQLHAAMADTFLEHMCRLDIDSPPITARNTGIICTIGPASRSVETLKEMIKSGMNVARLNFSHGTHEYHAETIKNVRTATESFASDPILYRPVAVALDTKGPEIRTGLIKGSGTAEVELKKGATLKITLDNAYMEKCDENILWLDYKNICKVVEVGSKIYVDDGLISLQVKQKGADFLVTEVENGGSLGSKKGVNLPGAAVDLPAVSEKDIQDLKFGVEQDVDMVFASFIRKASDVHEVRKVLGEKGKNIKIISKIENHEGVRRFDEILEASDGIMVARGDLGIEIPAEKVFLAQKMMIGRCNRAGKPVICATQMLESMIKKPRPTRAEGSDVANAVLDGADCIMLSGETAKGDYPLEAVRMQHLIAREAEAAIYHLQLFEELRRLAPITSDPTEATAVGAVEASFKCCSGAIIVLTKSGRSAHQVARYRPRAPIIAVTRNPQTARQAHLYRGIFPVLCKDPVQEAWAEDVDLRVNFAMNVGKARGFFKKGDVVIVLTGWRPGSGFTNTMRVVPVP
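hPK-M2, >95% pure; 0.1 mM ADP / 0.5 mM PEP final; imidazole pH7.2 buffer w/ 7 mM MgCl2, 50 mM KCl; 1 h RT; Kinase-Glo lum. Intermediate enzyme activity for dual inhibitor/activator qHTS.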
Eya2 inh – Eya2 (human) phosphatase inhibition | O00167 | recombinant Eya2, OMFP fluorescence dephosphorylation (OMFP is methylfluorescein phosphate) | Potency, µM (highest dose often 76.9 µM), inactives show top-dose activity, negative = inhibition, hits mostly inhibitors | 0.006% of 330,000 active; also: potency is read from the fitted curve at half-maximal effect
Target sequence (O00167 whole entry, looked up): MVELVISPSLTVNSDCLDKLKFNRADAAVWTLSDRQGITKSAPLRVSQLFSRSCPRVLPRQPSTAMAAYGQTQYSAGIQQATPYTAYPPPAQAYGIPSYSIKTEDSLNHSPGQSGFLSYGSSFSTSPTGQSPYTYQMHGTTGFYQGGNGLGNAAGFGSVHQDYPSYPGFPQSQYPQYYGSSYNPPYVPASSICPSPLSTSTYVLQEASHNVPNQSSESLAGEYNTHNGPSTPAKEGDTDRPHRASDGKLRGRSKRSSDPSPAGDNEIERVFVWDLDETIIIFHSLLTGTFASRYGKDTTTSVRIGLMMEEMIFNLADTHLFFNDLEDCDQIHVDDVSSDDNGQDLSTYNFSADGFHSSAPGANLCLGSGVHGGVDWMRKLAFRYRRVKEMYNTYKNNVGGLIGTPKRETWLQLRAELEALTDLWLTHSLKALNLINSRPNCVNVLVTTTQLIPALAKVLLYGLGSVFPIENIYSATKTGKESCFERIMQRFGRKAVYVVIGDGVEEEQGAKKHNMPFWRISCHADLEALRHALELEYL
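Eya2 protein (added as 0.2 uM solution) was preincubated with compound for 10 min at ambient temperature in 50 mM HEPES pH 7.5, 50 mM NaCl, 5 uM MgCl2, 0.05% BSA, 1 mM DTT. OMFP (added at 50 uM) then reacted 10 min; fluorescence read at 485/525 nm.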
KCNH2 WT inh – inhibitors of human wildtype KCNH2 potassium channel; Q12809; U2OS, BacMam KCNH2, thallium flux FluxOr; hits give low values; activity change, % at 1.84 µM; 0.37% of 340,000 active;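 active = maximum activity change below -70%; inconclusive = maximum activity change between -70% and -50%; inactive = maximum activity change above -50%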
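U2OS cells transduced with wild-type KCNH2 virus are loaded with FluxOr dye for 45 min, and thallium flux is measured in kinetic reads before and after stimulation buffer. Rate constants are normalized to DMSO controls.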
Coupling enz – counter-screen for Giardia aldolase inhibitors: coupling enzyme system; coupling enzyme system counterscreen, AmpLite Red fluorescence; activity change, negative = inhibition, % at 58.2 µM, hits read low; 0.67% of 290,000 active; AID 2472; in the data active = activity change below about -30%
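Counterscreen lacking aldolase: glyceraldehyde-3-phosphate coupling-enzyme reagent preincubated 10 min at RT with compound (at 57.5 uM final), then substrate/coupling system with AmpLite Red added; fluorescence read at 525/598 nm after 20 min RT.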
USP2a block – USP2a (human) protease inhibition. USP2 core, Ub-CHOP2 coupled fluorogenic reporter, 485/531. Potency, µM (top dose mostly 38.3 µM), without a hit: at the highest dose activity change, negative = inhibition, actives largely listed as inhibitors. 0.01% of 330,000 active. AID 463254;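 also: potency is read from the fitted curve at half-maximal effect; plate controls were DMSO wells for no effect and full inhibition by NEM control for full effect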
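Deubiquitinase activity read as fluorescence (485/531 nm) after Ub-CHOP2 cleavage activates the enterokinase reporter on its substrate; USP2 core 10nM, Ub-CHOP2 and substrate 25nM each, 30min compound preincubation then 60min RT; data normalized to NEM, curves fitted.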
Giardia kill – kills Giardia lamblia. Giardia lamblia trophozoite viability. activity change, % at 7.66 µM, hits read low. 0.15% of 340,000 active. AID 540267; in the data active = activity change below about -80%; inconclusive = between about -30% and that limit;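 also: parasites exposed to compound for two days anaerobically before the ATP read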
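Each well holds 100 Giardia trophozoites and compound. After two days (48 hrs) at 37 deg C in anaerobic conditions, ATP is quantified by luminescence.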
KCNH2 3.1 inh – KCNH2 3.1 (human) potassium channel inhibition; U2OS KCNH2 3.1, thallium flux FluxOr; hits give low values; activity change, % (tested at about 1.8 µM); 0.95% of 340,000 active; AID 720553;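 active = maximum activity change below -70%; inconclusive = maximum activity change from -70% to -50%; inactive = maximum activity change above -50%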;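 also: thallium influx rate constant from kinetic fluorescence after stimulation buffer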
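We transduce U2OS cells with the mutant 3.1 virus, culture them overnight, load FluxOr with Red40 quencher for 45 min, then add stimulation buffer and read kinetically for 2 min to derive a normalized rate constant.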
B2AR arrestin – recruits beta-arrestin to the human beta2-adrenergic receptor. 0.02% of 330,000 active. P07550. beta-arrestin recruitment to beta2AR, cell-based reporter. Potency, µM (series often up to 46.1 µM), without a hit: at the highest dose activation, usual class: activators;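 also: potency is read from the fitted curve at half-maximal effect; 0% = DMSO controls and full agonism = EC100 isoproterenol or metaproterenol; nearly all actives have a fitted effect of over 65% in size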
BCR signal inh – blocks chronic active B-cell receptor signaling; ABC-DLBCL IkBa-CBG/CBR reporter, luminescence ratio, 4 h; Potency, µM (highest dose often 46.1 µM), for inactives: top-dose ratio change, negative = lower green/red ratio, most hits filed as inhibitors; 0.05% of 340,000 active; active = well fitted inhibition curve with a large enough effect in the signal ratio, with a control signal flat, not every such curve was filed as active; inconclusive = small, poorly fitted or top-dose-only effect, or effect the other way, or a change in a side signal; the % refers to the signal ratio;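 also: potency is read from the fitted curve at half-maximal effect; plate controls were basal doxycycline-induced cells for no effect and cells given 10 µM MG132 for full effect; MG132 reads +100%, hits lower the ratio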
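Doxycycline induced both beetle luciferases in TMD8 lymphoma cells; IKK-driven degradation limits the IkappaBalpha-fused green signal, while red luminescence normalises for cell number and nonspecific effects. Compounds tested up to 46 uM, 4 hrs.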
GALK inh – galactokinase (human) inhibition; 0.007% of 270,000 active; Purified GALK, Kinase-Glo residual ATP luminescence; AID 1868; P51570; Potency, µM (titrated, usually from 57.5 µM), for inactives: top-dose activity change, negative = inhibition, most hits filed as inhibitors; also: potency is read from the fitted curve at half-maximal effect
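Kinase-Glo Plus luminescence measured ATP left after a 1 h room-temperature reaction. The reaction used 5 nM GALK, 100 uM galactose and 35 uM ATP at pH 8.0 (20 mM HEPES, 5 mM MgCl2, 60 mM NaCl, 1 mM DTT, 0.01% BSA).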
uPA generation – blocks generation of uPA at the cell surface; AID 540303; cell surface uPA generation assay, qHTS; Potency, µM (series often up to 38.3 µM), for inactives: at the highest dose activity change, negative = inhibition, most hits filed as inhibitors; 0.31% of 330,000 active; active = well fitted inhibition curve with a large enough effect; inconclusive = small, poorly fitted or top-dose-only effect; inactive = no such curve, though single readings can be large or run the other way; tested in mouse RAW 264.7 cells; also: potency is read from the fitted curve at half-maximal effect; nearly all actives have a fitted effect of over 55% in size
* = called active by the depositor; [ ] = dose if it differs, or a comment. Unless noted, calls follow the shape of the dose curve; as a rule, active = well fitted curve in the direction sought with a large enough effect; inconclusive = small, poorly fitted or top-dose-only effect, or another doubt; inactive = no such curve, though single readings can be large; an effect the other way counts as inactive or inconclusive. Unless noted, % is scaled to controls: 0 for no effect and ±100 for the full control effect.

Cc1ccc(/C=N/NC(=O)Cc2ccc(Cl)cc2)c(O)c1 was read as PKM2 activator -2%[11.5 µM], Eya2 inh -15%, KCNH2 WT inh -13, Coupling enz -1, USP2a block 0%, Giardia kill 7, KCNH2 3.1 inh -13, B2AR arrestin 0.3%, BCR signal inh 3%, GALK inh -1% and uPA generation -4%.
Screening O=C(c1nc2ccc(Cl)cn2c1CN1CCC(CO)CC1)N1CCc2ccccc2C1 returned PKM2 activator -1%, Eya2 inh -6%, KCNH2 WT inh 5, Coupling enz 1, USP2a block 2%, Giardia kill -18, KCNH2 3.1 inh -16, B2AR arrestin 6.1%, BCR signal inh 3%, GALK inh -1% and uPA generation 4%.
Screening Cc1c(NC(=S)N/N=C/c2ccc(O)cc2)c(=O)n(-c2ccccc2)n1C returned PKM2 activator -4%, Eya2 inh -3%, KCNH2 WT inh 13, Coupling enz 1, USP2a block 0%, Giardia kill -3, KCNH2 3.1 inh 4, B2AR arrestin -1.2%, BCR signal inh 13%, GALK inh 8% and uPA generation 0%.
`CC(C)(C)OC(=O)NCCCC[C@H](NC(=O)c1nc[nH]c1C(=O)N1CCN(C(=O)OC(C)(C)C)CC1)C(=O)OC(C)(C)C` gave PKM2 activator -1%, Eya2 inh -19%, KCNH2 WT inh -3, Coupling enz 0, USP2a block -1%, Giardia kill -6, KCNH2 3.1 inh 12, B2AR arrestin 0.1%, BCR signal inh 1%, GALK inh -2% and uPA generation 2%.
CC[C@]12c3[nH]c4ccccc4c3CCN1C(=O)C(CC(=O)NCCC1=CCCCC1)C[C@@H]2C(=O)N1CCN(C(=O)C2CC2)CC1 (some centres not stated) was read as Eya2 inh -28%, KCNH2 WT inh -6, USP2a block 9%, Giardia kill -18, KCNH2 3.1 inh -9, B2AR arrestin 2.3%, BCR signal inh 2% and uPA generation 4%.
Screening COc1cccc(/C=N/NC(=O)CC2C(=O)NN=C2C)c1O (configuration not stated) returned PKM2 activator 1%, Eya2 inh 12%, KCNH2 WT inh -4, Coupling enz 4, USP2a block 2%, Giardia kill 8, KCNH2 3.1 inh -2, B2AR arrestin 0.5%, BCR signal inh -19%, GALK inh 2% and uPA generation -4%.
For O=C(NNC1=Nc2cc([N+](=O)[O-])ccc2OC1)c1ccccc1Cl the results were PKM2 activator 0%, Eya2 inh 4%, KCNH2 WT inh -11, Coupling enz -1, USP2a block 1%, Giardia kill 17, KCNH2 3.1 inh 4, B2AR arrestin 0.0%, BCR signal inh inconclusive, GALK inh -3% and uPA generation -13%.
`Cc1c(C(=O)N2CCN(C)CC2)oc2ccc(S(=O)(=O)N3CCOCC3)cc12` gave PKM2 activator -2%, Eya2 inh -9%, KCNH2 WT inh 3, Coupling enz -2, USP2a block 3%, Giardia kill -7, KCNH2 3.1 inh -1, B2AR arrestin 0.3%, BCR signal inh -5%, GALK inh 0% and uPA generation 1%.
Screening CC(=Nc1cc(C(=O)c2ccccc2)ccc1N)C1=C(O)CC(C)(C)CC1=O returned PKM2 activator inconclusive, Eya2 inh -16%, KCNH2 WT inh -2, Coupling enz -20, USP2a block 2%, Giardia kill -1, KCNH2 3.1 inh 3, B2AR arrestin 0.5%, BCR signal inh inconclusive, GALK inh 1% and uPA generation 1%.
Screening O=C(CCCCCNc1nc(=S)[nH]c2ccccc12)NCCc1ccccc1 returned PKM2 activator 1%, Eya2 inh -17%, KCNH2 WT inh 7, Coupling enz -2, USP2a block 1%, Giardia kill 16, KCNH2 3.1 inh -24, B2AR arrestin -0.1%, BCR signal inh 0%, GALK inh 2% and uPA generation 7%.
For CCc1sc(C(=O)Nc2ccc(NC(C)=O)cc2)cc1C the results were PKM2 activator -18%, Eya2 inh -3%, KCNH2 WT inh 0, Coupling enz 5, USP2a block 0%, Giardia kill 10, KCNH2 3.1 inh 0, B2AR arrestin 0.2%, BCR signal inh -1%, GALK inh -2% and uPA generation -2%.
`C#CC[N+](CC)(CC)CC#Cc1cccc(Cl)c1` gave PKM2 activator 0%, Eya2 inh -2%, KCNH2 WT inh 15, Coupling enz -2, USP2a block 3%, Giardia kill 27, KCNH2 3.1 inh -2, B2AR arrestin 0.0%, BCR signal inh 1%, GALK inh -1% and uPA generation -10%.
Screening CC(=O)N1C(C(=O)O)CSC1c1ccc(C)cc1 (configuration not stated) returned PKM2 activator -4%, Eya2 inh 8%, KCNH2 WT inh 0, Coupling enz 4, USP2a block 4%, Giardia kill 14, KCNH2 3.1 inh 8, B2AR arrestin 0.0%, BCR signal inh inconclusive, GALK inh 2% and uPA generation 4%.
For COc1ccccc1/C=C(/NC(=O)c1ccccc1)C(=O)NCCN1CCOCC1 the results were Eya2 inh -4%, KCNH2 WT inh -6, USP2a block 0%, Giardia kill -3, KCNH2 3.1 inh 7, B2AR arrestin -0.3%, BCR signal inh -1%, GALK inh 7% and uPA generation -5%.
For O=C(O)CC(Sc1n[nH]c(=S)s1)C(=O)O (configuration not stated) the results were PKM2 activator -12%, Eya2 inh 12%, KCNH2 WT inh 3, Coupling enz -1, USP2a block 0%, Giardia kill 0, KCNH2 3.1 inh 13, B2AR arrestin 0.1%, BCR signal inh 3% and uPA generation 13%.
Screening CN(CC(=O)Nc1c(Cl)cccc1Cl)C(=O)C1CSC2(C)CCC(=O)N12 (configuration not stated) returned Eya2 inh 24%, KCNH2 WT inh -8, USP2a block 0%, Giardia kill 7, KCNH2 3.1 inh -10, B2AR arrestin 0.0%, BCR signal inh 2% and uPA generation 0%.
`COc1ccc(NC(=S)NCc2ccccn2)cc1OC` gave PKM2 activator -3%, Eya2 inh -4%, KCNH2 WT inh -6, Coupling enz -3, USP2a block -1%, Giardia kill -4, KCNH2 3.1 inh 56, B2AR arrestin 0.0%, BCR signal inh inconclusive, GALK inh 5% and uPA generation -3%.
`Cc1cc(C(c2ccc(C)o2)c2ccc(C)o2)c(O)c([N+](=O)[O-])c1` gave PKM2 activator 1%, Eya2 inh -9%, KCNH2 WT inh -2, Coupling enz -1, USP2a block 0%, Giardia kill 5, KCNH2 3.1 inh 7, B2AR arrestin -1.1%, BCR signal inh inconclusive, GALK inh 1% and uPA generation -5%.
`N#CC1=C(N)Oc2cc(N)ccc2C1c1cccc(F)c1` (configuration not stated) gave PKM2 activator 4%, Eya2 inh 7%, KCNH2 WT inh -1, Coupling enz -1, USP2a block 1%, Giardia kill -2, KCNH2 3.1 inh 6, B2AR arrestin -0.5%, BCR signal inh -9%, GALK inh 1% and uPA generation -9%.
O=C(Nc1nnc(-c2ccccc2Cl)o1)c1cc2cc([N+](=O)[O-])ccc2s1 was read as PKM2 activator 3%, Eya2 inh 8%, Coupling enz 2, USP2a block 1%, B2AR arrestin 2.1%, BCR signal inh -1% and GALK inh 1%.
O=C(Cc1c(F)cccc1Cl)Nc1nccs1 was read as PKM2 activator 4%[11.5 µM], Eya2 inh 14%, KCNH2 WT inh -12, Coupling enz -3, USP2a block 1%, Giardia kill 4, KCNH2 3.1 inh -10, B2AR arrestin -0.6%, BCR signal inh 2%, GALK inh -1% and uPA generation -5%.
`CCOC(=O)N1CCC(NC(=O)C2CCN(C(=O)N3CC(C)Oc4ccccc43)CC2)CC1` (configuration not stated) gave PKM2 activator -8%, Eya2 inh 9%, KCNH2 WT inh 9, Coupling enz 1, USP2a block 0%, Giardia kill -15, KCNH2 3.1 inh 21, B2AR arrestin -0.1%, BCR signal inh 16%, GALK inh 4% and uPA generation 2%.
Screening COc1ccccc1N=C(C)C1=C(O)CSC1=O returned PKM2 activator 1%, Eya2 inh -11%, KCNH2 WT inh -16, Coupling enz -3, USP2a block 0%, Giardia kill 3, KCNH2 3.1 inh 0, B2AR arrestin 0.3%, BCR signal inh 2%, GALK inh 0% and uPA generation -2%.

Reprinted at random: two compounds from above, in no set order.
`N#CC1=C(N)Oc2cc(N)ccc2C1c1cccc(F)c1` (configuration not stated) gave PKM2 activator 4%, Eya2 inh 7%, KCNH2 WT inh -1, Coupling enz -1, USP2a block 1%, Giardia kill -2, KCNH2 3.1 inh 6, B2AR arrestin -0.5%, BCR signal inh -9%, GALK inh 1% and uPA generation -9%.
Screening Cc1c(NC(=S)N/N=C/c2ccc(O)cc2)c(=O)n(-c2ccccc2)n1C returned PKM2 activator -4%, Eya2 inh -3%, KCNH2 WT inh 13, Coupling enz 1, USP2a block 0%, Giardia kill -3, KCNH2 3.1 inh 4, B2AR arrestin -1.2%, BCR signal inh 13%, GALK inh 8% and uPA generation 0%.
